# GAA glycogen: inhibitors or activators of human alpha-glucosidase glycogen cleavage. P10253. recombinant GAA, glycogen substrate, Amplex Red glucose oxidase fluorescence. Potency, µM (titrated, usually from 76.4 µM), for the others: top-dose activity change, negative = inhibition, actives largely listed as inhibitors. 0.38% of 300,000 active. AID 2100; active = well fitted inhibition curve with a large enough effect; inconclusive = small, poorly fitted or top-dose-only effect, or another doubt; inactive = no such curve, though single readings can be large or run the other way;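 note: 0% = full enzyme reaction and -100% = no-enzyme basal signal; the screen sought inhibitors and activators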
#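 Natural-substrate format: glycogen cleavage by 4 nM human enzyme, glucose read by Amplex Red coupling (Ex 573, Em 610 nm). Normalized to enzyme and no-enzyme controls.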
# The depositor's hits bear a star; ? = inconclusive; & = joins results of further samples; [ ] = remark or other dose. Potency is the fitted concentration of half-maximal effect.
# Start of the listing, in advance, three compounds:
SMILES	GAA glycogen
CC(NC(=O)COc1cccnc1[N+](=O)[O-])c1ccc(F)cc1 (stereo not given)	-1%
COc1ccc(C(=O)N2CCOC2CNC(=O)C(=O)NCc2ccccc2Cl)cc1 (stereo not given)	-2%[76.3 µM]
Cc1cc(Nc2ccccc2Cl)nc(-c2ccccc2O)n1	-11%

# The whole of this part (from the top)
SMILES	GAA glycogen
CC(NC(=O)COc1cccnc1[N+](=O)[O-])c1ccc(F)cc1 (stereo not given)	-1%
COc1ccc(C(=O)N2CCOC2CNC(=O)C(=O)NCc2ccccc2Cl)cc1 (stereo not given)	-2%[76.3 µM]
Cc1cc(Nc2ccccc2Cl)nc(-c2ccccc2O)n1	-11%
Cc1ccc(-n2ncc3c2CC(C)(C)CC3NC(=O)CCc2ccc(=O)[nH]n2)cc1 (stereo not given)	-1%[76.3 µM]
O=C(COc1ccc(Cl)cc1Br)N1CCN(S(=O)(=O)c2ccccc2)CC1	-8%[76.3 µM]
N#CCCn1cc(C(=O)Nc2ccc(C(=O)O)cc2)c(-c2cccc(Br)c2)n1	14%[76.3 µM]
CC(=O)c1ccc(NC(=O)CN2CCN(c3ccccc3)CC2)cc1	16%[76.3 µM]
COc1ccc(CNCc2c(C(=O)O)c(C)n(Cc3ccc(Cl)cc3)c2C)c(OC)c1	9%[76.3 µM]
O=C(CCC1N=C2c3ccccc3N=C(SCC(=O)Nc3ccccc3F)N2C1=O)NCc1cccs1 (stereo not given)	-11%[76.3 µM]
Cn1c(SCc2ccc(F)cc2)nc2ccc(C(=O)NCc3ccccc3)cc21	-10%[76.3 µM]

# (list continues)
SMILES	GAA glycogen
CSc1cccc(NC(=O)CCS(=O)(=O)c2cccc3nonc23)c1	-7%[76.3 µM]
CCOC(=O)CCCNC(=O)CSc1nnc(-c2ccccc2)c(-c2ccccc2)n1	-1%
COc1ccc(CCC(=O)NCCc2ccc(OC)c(OC)c2)cc1	4%
CCOC(=O)N1CCN(Cc2nnc(-c3ccccc3Cl)o2)CC1	5%
COc1cccc(-n2nnnc2SCC(=O)Nc2ccc(NC(C)=O)cc2)c1	3%
COC(=O)C1=CN(c2cc(C)cc(C)c2)C=C(C(=O)OC)C1c1ccc(OC)c(O)c1	?
CN(C)c1nc(N)c([N+](=O)[O-])c(N2CCCCCC2)n1	8%
CC(=O)Nc1ccc(S(=O)(=O)NC2CCSc3ccccc32)cc1 (stereo not given)	1%
O=C(N/N=C/c1ccc([N+](=O)[O-])cc1)c1cccnc1	-3%[76.3 µM]
C=CCc1cc(OC)ccc1OCCN1CC(C)OC(C)C1 (stereo not given)	-9%[76.3 µM]

# The results go on:
SMILES	GAA glycogen
Cc1ccc(NC(=O)C2CCCN(S(=O)(=O)c3cccc4nsnc34)C2)c(C)c1 (stereo not given)	11%[76.3 µM]
O=C(Nc1ccc(O)cc1)c1ccc(NC(=O)c2ccco2)cc1	-6%
CCOc1ccc(C(=O)Nc2ccc(N3CCN(C)CC3)cc2)cc1	1%[76.3 µM]
N#CC(Cc1cccc(CC(C#N)(c2ccccc2)c2ccccc2)c1)(c1ccccc1)c1ccccc1	-4%[76.3 µM]
Cc1cccc(NC(=O)CSc2nc3c(oc4ccccc43)c(=O)n2-c2ccc(F)cc2)c1	-11%[76.3 µM]
CC(CCc1ccccc1)N1CCN(C)CC1 (stereo not given)	0%[76.3 µM]
COc1ccc(Nc2nc(C)cc(C)n2)cc1Cl	1%[76.3 µM]
COc1cc(/C=N/NC(=O)NC23CC4CC(CC(C4)C2)C3)ccc1O	?
NC(=O)c1ccc(NC(=O)CCCNC(=O)c2ccc(Cl)cc2)cc1	2%
COc1cccc(NC(=O)C2CCN(S(=O)(=O)c3ccc4c(c3)C(C)(C)C(=O)N4C)CC2)c1	-11%[76.3 µM]

# Some of the entries so far, with each value named.
NC(=O)c1ccc(NC(=O)CCCNC(=O)c2ccc(Cl)cc2)cc1
  GAA glycogen: 2%
CC(CCc1ccccc1)N1CCN(C)CC1 (stereo not given)
  GAA glycogen: 0%[76.3 µM]
Cc1ccc(NC(=O)C2CCCN(S(=O)(=O)c3cccc4nsnc34)C2)c(C)c1 (stereo not given)
  GAA glycogen: 11%[76.3 µM]

# (more compounds)
SMILES	GAA glycogen
CC1CCCC(C)N1CCCNC(=O)C(=O)Nc1ccc2nc3n(c(=O)c2c1)CCCCC3 (stereo not given)	-13%[76.3 µM]
CCC(C)n1c(=O)c2sccc2n2c(CCCC(=O)Nc3ccc(F)cc3)nnc12 (stereo not given)	14%[76.3 µM]
COc1ccccc1NC(=O)Cc1nnc(SCC(=O)NC2CCCC2)n1C	5%
Cc1ccc(C)c(NC(=S)NNc2ccc(F)cc2F)c1	?
Cc1ccc(-n2c(Cc3ccccc3)nnc2SCc2nc(-c3cccs3)no2)cc1C	-14%[76.3 µM]
COc1ccccc1CN1CC(C(=O)NCCc2ncccc2C)CCC1=O (stereo not given)	0%[76.3 µM]
COc1cc(C(F)(F)F)ccc1C(=O)NCCc1ccco1	-21%
CCOc1ccc(NS(=O)(=O)c2c(C)nc3sc(C)c(C)n3c2=O)cc1	-3%[76.3 µM]
COc1ccc(N(CC(=O)N2CCN(Cc3ccccc3)CC2)S(C)(=O)=O)cc1Cl	-6%[76.3 µM]
CCOc1ccc(-n2c(=S)sc3c(=O)n(-c4ccccc4)c(SCC(=O)O)nc32)cc1	7%

# Continuation.
SMILES	GAA glycogen
Cc1ccc(-c2nc3c4c(-c5ccccc5)c(-c5ccccc5)oc4ncn3n2)cc1	-12%[76.3 µM]
CC(C)c1nnc(NC(=O)CCS(=O)(=O)c2ccccc2)s1	-6%
Cc1nnc(N2CCN(c3ccccc3F)CC2)c2c1nnn2Cc1ccccc1	-8%[76.3 µM]
C[C@H](NC(=O)N1CCn2c1nc1ccccc12)C(=O)NC1CC1	-2%[76.3 µM]
CC(C)[C@H](NC(=O)N1CC(=O)Nc2ccccc21)C(=O)N1CCC[C@H]1C(=O)O	23%[76.3 µM]
COc1ccc(C(=O)NCCNc2nc3ccc(C)cc3cc2C#N)cc1OC	1%[76.3 µM]
CCC(=O)N1CCc2cc(Br)cc(S(=O)(=O)CCC(=O)Nc3ccc(C)c(F)c3)c21	4%[76.3 µM]
Nc1cc(=O)[nH]c(SCc2ccc(Cl)cc2Cl)n1	4%
Cc1nn(C(C)(C)C)c(NC(=O)c2ccccc2)c1C#N	3%
Cc1ccc(CN2CCN(CC(=O)NCc3ccccc3Cl)C2=O)cc1	4%[76.3 µM]

# Next records
SMILES	GAA glycogen
CC(C)C[C@H](NC(=O)N1CC(=O)Nc2ccccc21)C(=O)N1CCC(C(=O)O)CC1	0%[76.3 µM]
CCOC(=O)c1ccc(N2C(=O)c3n[nH]c(-c4ccco4)c3C2c2ccc(C)cc2)cc1 (stereo not given)	-4%[76.3 µM]
CCOc1ccc(NC(=O)c2c(NC(=O)c3ccncc3)sc3c2CCC(C(C)(C)C)C3)cc1 (stereo not given)	-8%[76.3 µM]
COc1ccc(NC(=O)c2ccc(N3C(=O)C4CC=C(C)CC4C3=O)cc2)c(OC)c1 (stereo not given)	-1%
CSc1ccc(C(=S)N2CCCC2)cc1	-8%[76.3 µM]
CC(=O)CC(c1ccccc1)S(=O)(=O)c1ccc([N+](=O)[O-])cc1 (stereo not given)	0%
NC(N)=NN=C1CCC(c2ccccc2)CC1 (stereo not given)	1%[76.3 µM]
COc1ccccc1C(O)(C(=O)N(NC(C)=O)c1ccccc1)c1ccccc1OC	-6%
CCOC(=O)C1CCN(C(=O)/C=C/c2ccc3c(c2)OCO3)CC1	0%[76.3 µM]
NC(=O)c1ccccc1NC(=O)CN1CCN(Cc2ccc(Cl)cc2Cl)CC1	0%[76.3 µM]

# (cont.)
SMILES	GAA glycogen
Cc1ccc(NC(=O)Cc2ccsc2)cc1Cl	-4%
CCOCCCn1c(SCC(=O)Nc2ccccc2)nc2ccccc2c1=O	-6%[76.3 µM]
CCOc1cccc(CN2CCC(CCC(=O)NC3CC3)CC2)c1O	-14%[76.3 µM]
COc1cccc(C(=O)Nc2nnc(S(=O)(=O)N3CCCCC3)s2)c1	7%[76.3 µM]
CCCc1cc(N2CCN(c3ccc(OC)cc3)CC2)n2cnnc2n1	4%[76.3 µM]
O=C1C2CCCCN2C(=O)N1CCCCN1CCN(c2cccc(Br)c2)CC1 (stereo not given)	3%[76.3 µM]
CN1C(C(=O)Nc2cccc(O)c2)=CC(c2ccco2)=NS1(=O)=O	12%&9%[76.3 µM]
O=C(NCc1ccc(F)c(F)c1)C1CCC(=O)N(CCc2ccccc2)C1 (stereo not given)	-1%[76.3 µM]
Cc1nnc(SCC(=O)Nc2ccc(S(=O)(=O)Nc3ccc(Cl)nn3)cc2)s1	0%[76.3 µM]
O=S(=O)(Nc1c(F)cccc1F)c1ccc2c(c1)OCCO2	12%

# Further records:
SMILES	GAA glycogen
COc1ccc(C(=O)CC(=O)c2ccc(OC)cc2)cc1	6%[76.3 µM]
CN1CCc2c(sc3c2C(=O)NC(c2ccc(C(C)(C)C)cc2)N3)C1 (stereo not given)	16%[76.3 µM]
Cc1ccnc(NS(=O)(=O)c2ccc(NC(=O)C(C)(C)Oc3ccc(Cl)cc3)cc2)n1	-6%[76.3 µM]
O=C(CCN1CCN(c2ccccc2)CC1)c1ccc(Cl)cc1	3%
CN(C(=O)COC(=O)c1ccccc1SCC(=O)N1CCCC1)c1ccccc1	-11%[76.3 µM]
O=C(COc1ccccc1)N1CCN(S(=O)(=O)c2ccc(Br)cc2)CC1	0%[76.3 µM]
COCC1COS(=O)(=O)NC1(C)C (stereo not given)	-7%[76.3 µM]
COc1ccc(/C=N/N2CCN(c3ccc(Cl)cc3)CC2)cc1	11%[76.3 µM]
O=C(CCn1c(=S)[nH]c2cc3c(cc2c1=O)OCO3)NCc1cccc(Cl)c1	1%[76.3 µM]
CNC(=O)/C(C#N)=C/c1c(N2CCCCCC2)nc2c(C)cccn2c1=O	4%

# (cont.)
SMILES	GAA glycogen
CC(C)C[C@@H](NC(=O)[C@H]1CCCN1C(=O)Cc1ccccc1)C(N)=O	-1%
COC(=O)c1c(NC(=O)/C(C#N)=C/c2ccccc2)sc2c1CCC2	15%[76.3 µM]
C=Cc1ccc(CSc2nc(-c3ccc(Cl)cc3)nc3c2Cc2c(CO)cnc(C)c2O3)cc1	10%[76.3 µM]
C=CCOc1ccc(/C=C\c2nc(O)c([N+](=O)[O-])c(=O)[nH]2)cc1OCC	5%
CCOC(=O)c1c(S(=O)(=O)N2CCCCCC2)c(C)n(C)c1C	6%[76.3 µM]
COc1ccc(CNC(=O)c2cc(=O)c3ccccc3o2)cc1	-13%
COc1ccc2[nH]c(C(=O)NCCCn3ccnc3)cc2c1	-12%
CCN(Cc1ccccc1)C(=O)Cc1c[nH]c2ccccc12	-4%
COc1ccc(S(=O)(=O)NCC(c2cccnc2)N2CCN(Cc3ccccc3)CC2)cc1 (stereo not given)	-4%[76.3 µM]
C=CCc1c(C)nc2cc(-c3ccc(C)cc3)[nH]n2c1=O	2%[76.3 µM]

# (continued)
SMILES	GAA glycogen
COc1cccc(CNC(=O)c2cc(S(=O)(=O)N3CCCCC3)c[nH]2)c1	0%&-13%[76.3 µM]
CCOC(=O)c1ccc2c(c1)C1C=CCC1C(C(=O)OCC)N2 (stereo not given)	-11%[76.3 µM]
O=C(COC(=O)c1ccc2c(c1)C(=O)N(Cc1ccco1)C2=O)NCC(F)(F)F	1%
O=C1c2ccccc2-c2onc3c(Br)cc(NC4CCCCC4)c1c23	14%[76.3 µM]
Fc1cccc(/C=N/Nc2cc(N3CCOCC3)ncn2)c1	3%[76.3 µM]
Cc1cccc(-c2noc(-c3ccccc3OCC(=O)Nc3ccc([N+](=O)[O-])cc3)n2)c1	-18%[76.3 µM]
CCc1ccccc1NC(=O)N(C)CCc1c(C)nn(C)c1C	-7%[76.3 µM]
CCN(C(=O)Cn1ncc2c(=O)oc3ccc(C)cc3c21)c1cc(OC)ccc1OC	1%[76.3 µM]
CC(=O)c1sc2c(c1C)c(=O)n(-c1ccc(Cl)cc1)c(=O)n2Cc1cc(=O)n2cc(Cl)ccc2n1	16%[76.3 µM]
Cc1ccccc1C(=O)Nc1sc2c(c1C(=O)O)CCC(C(C)(C)C)C2 (stereo not given)	13%[76.3 µM]

# (more compounds)
SMILES	GAA glycogen
COc1ccc(/C=N/Nc2nc(C)nc(N)n2)cc1	1%
O=C(NCc1ccc(Cl)cc1Cl)c1cccc(N2CCCS2(=O)=O)c1	-1%[76.3 µM]
CCOC(=O)C1CCCN(CC(=O)N2CCCc3c2c(=O)oc2ccc(OCc4ccccc4)cc32)C1 (stereo not given)	16%[76.3 µM]
CCN(CC)S(=O)(=O)c1ccc(N/N=C(\C)c2ccncc2)c([N+](=O)[O-])c1	-5%
Cc1ccc(C(=O)Nc2ccccc2Cl)cc1	-11%[76.3 µM]
COc1cccc(/C=N/NC(=O)c2cc3c(OC)ccc(OC)c3[nH]2)c1O	3%
Cc1nc(SCc2ccc(F)cc2)n[nH]1	4%
O=C(Oc1ccc(Cl)cc1)N1CCOCC1	-6%[76.3 µM]
Cc1ccc(Cl)cc1NC(=O)Nc1nnc(N2CCCC(C)C2)s1 (stereo not given)	-14%[76.3 µM]
O=C(COc1ccc(F)cc1)Nc1ccc(OCc2cc(=O)n3ccsc3n2)cc1	-18%[76.3 µM]
COc1ccc(CCNc2ccc(S(N)(=O)=O)cn2)cc1	0%
c1ccc(CCN2CCN=C2Nc2ccccc2)cc1	-14%[76.3 µM]
CN1CCCC(OC(=O)c2ccc(S(=O)(=O)N(C)C)cc2)C1 (stereo not given)	1%

# An excerpt (hit frequency here may not be typical).
